CRE-bla Fsk: CRE-bla signaling modulation under forskolin stimulation; actives 2.5% (n = 71,000); Potency, µM (top dose mostly 38.2 µM), inactives show at the highest dose activity change, negative = inhibition, most hits filed as activators; CHO CRE-bla reporter (cAMP response element driving beta-lactamase), forskolin EC10, beta-lactamase ratio; active = well fitted activation curve with a large enough effect in the signal ratio, with a control signal flat, not every such curve was filed as active; inconclusive = small, poorly fitted or top-dose-only effect, or effect the other way, or a change in a side signal; the % refers to the signal ratio; note: potency is the fitted concentration of half-maximal effect; % of control where 0% means no effect
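Reporter-gene assay: CHO cells with beta-lactamase behind cAMP responsive elements, co-treated with compound and EC10 NKH 477 for 3 hours at 37 degrees Celsius. Activity came from the 460/530 nm CCF4 emission ratio.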
A350 autofl: A350 region autofluorescence; actives 11% (n = 59,000); Compound autofluorescence, 340/450 nm, Alexa 350 dye-equivalents; stronger effect = higher value; max dye-equivalent concentration, M; in the data active = max dye-equivalent concentration above about 10 nM; inconclusive = mostly about 1.1 nM to 9.6 nM
4MU fluor: compound fluoresces in the 4-MU spectral region; actives 11% (n = 59,000); max dye-equivalent concentration, M; AID 589; compound autofluorescence, 340/450 nm, 4-MU equivalents; stronger effect = higher value; in the data active = max dye-equivalent concentration above about 10 nM; inconclusive = mostly about 1.1 nM to 9.6 nM
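Intrinsic fluorescence at 340/450 nm (ex/em) was read after 15 min at room temperature in pH 8.0, 100 mM Tris. Each compound concentration expressed as 4-MU-equivalent concentration from a six-point 4-MU standard series on each plate.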
ALOX15 inhib: 15-hLO (ALOX15) enzyme inhibition; P16050; purified 15hLO-1, xylenol orange hydroperoxide absorbance; Potency, µM (highest dose often 57.1 µM), inactives show at the top dose activity change, negative = inhibition, hits mostly inhibitors; actives 1.4% (n = 74,000); AID 887; note: potency is the fitted concentration of half-maximal effect; % is set by controls: 0 for no effect and ±100 for the full control effect; nearly all actives have a fitted effect of over 55% in size
Target sequence (P16050 whole entry, looked up): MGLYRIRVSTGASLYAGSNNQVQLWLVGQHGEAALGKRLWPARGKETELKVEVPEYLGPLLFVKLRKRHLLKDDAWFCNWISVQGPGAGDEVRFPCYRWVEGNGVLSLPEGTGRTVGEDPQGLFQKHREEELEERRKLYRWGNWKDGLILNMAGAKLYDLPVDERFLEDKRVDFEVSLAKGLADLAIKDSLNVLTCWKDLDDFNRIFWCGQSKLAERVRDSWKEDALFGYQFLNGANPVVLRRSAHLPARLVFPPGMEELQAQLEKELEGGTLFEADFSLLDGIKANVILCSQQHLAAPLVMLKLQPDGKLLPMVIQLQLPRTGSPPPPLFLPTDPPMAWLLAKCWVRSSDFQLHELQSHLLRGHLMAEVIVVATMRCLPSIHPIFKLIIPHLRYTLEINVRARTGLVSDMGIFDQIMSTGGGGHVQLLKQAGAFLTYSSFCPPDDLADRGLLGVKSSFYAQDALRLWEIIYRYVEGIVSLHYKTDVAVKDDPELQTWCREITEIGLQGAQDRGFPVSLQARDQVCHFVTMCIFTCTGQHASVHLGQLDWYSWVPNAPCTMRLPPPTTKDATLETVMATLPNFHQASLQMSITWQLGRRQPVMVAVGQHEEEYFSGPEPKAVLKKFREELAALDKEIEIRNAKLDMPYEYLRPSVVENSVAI
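Readout: Fe(III)-xylenol orange absorbance, 573-to-405 nm ratio as reaction progress. Enzyme 40 nM purified human 15hLO-1, substrate 50 uM arachidonic acid, 6 min RT after 15 min compound preincubation; Hepes pH 7.5 buffer with Triton X-100.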
DNA Pol III inh: inhibitors of bacterial DNA polymerase III holoenzyme | reconstituted DNA polymerase III holoenzyme replication, biochemical | Potency, µM (top dose mostly 57.1 µM), without a hit: at the highest dose activity change, negative = inhibition | actives 0.25% (n = 71,000) | AID 603; note: potency is the fitted concentration of half-maximal effect; % is set by controls: 0 for no effect and ±100 for the full control effect
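Reconstituted *E. coli* holoenzyme (0.35 nM Pol III, 1 nM beta, 154 nM SSB, 2 nM primase) was preincubated with compound for 15 min at RT. Synthesis on 1.4 nM ssM13Gori ran 35 min, then was stopped with PicoGreen/EDTA and read as dsDNA fluorescence.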
BRCT PPI red: disrupts BRCA1 BRCT binding to phosphoprotein, red fluorophore readout; P38398; BRCT-phosphopeptide binding, red fluorescence polarization; Potency, µM (top dose mostly 76.9 µM), without a hit: at the highest dose activity change, negative = inhibition, hits mostly inhibitors; actives 0.03% (n = 75,000); AID 892; note: % is set by controls: 0 for no effect and ±100 for the full control effect
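Fluorescence polarization: 100 nM His-tagged BRCA1 BRCT with 100 nM TAMRA-labelled phospho-BACH1 decapeptide, phosphate buffer pH 7.3 with 150 mM NaCl, DTT, 0.01% Tween 20; 12 min RT. Binding inhibition seen as FP decrease.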
GFP derepression: derepresses silenced GFP locus in mouse C127i cells; mouse C127i GFP locus derepression, cytometry, 30 h; Potency, µM (titrated, usually from 46.1 µM), inactives show top-dose GFP derepression (activation); actives 0.09% (n = 68,000); note: % of control where 0% means no effect
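Read-out is the number of GFP-positive cells, scored as fluorescent objects 20 to 120 um wide, reflecting derepression of a silenced CMV-GFP reporter in murine C127i cells after 30 h compound exposure at 37 C.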
Hsp90 Hop PPI: changes Hsp90-Hop TPR2A binding signal, up or down | actives 0.44% (n = 71,000) | AlphaScreen TPR2A-His6 binding biotin-Hsp90 C-terminal peptide | Potency, µM (highest dose often 57 µM), inactives show at the highest dose activity change, negative = inhibition; active = well fitted curve in either direction with a large enough effect; inconclusive = small, poorly fitted or top-dose-only effect, or another doubt; note: potency is the fitted concentration of half-maximal effect; % is set by controls: 0 for no effect and ±100 for the full control effect; many of its hits are not listed in these tables
BRCT PPI green: inhibitors of human BRCA1 BRCT-phosphoprotein interaction (green fluorophore); actives 0.05% (n = 75,000); BRCA1 BRCT-phosphopeptide binding, green fluorescence polarization; P38398; Potency, µM (top dose mostly 76.9 µM), inactives show at the highest dose activity change, negative = inhibition, most hits filed as inhibitors;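 note: potency is the fitted concentration of half-maximal effect; plate controls were peptide without protein for full effect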
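Fluorescence polarization: His-tagged BRCT (~35 kDa BRCA1 C-terminus, 250 nM) bound to 100 nM fluorescein-labeled phosphorylated 10-aa BACH1 peptide, pH 7.3 phosphate buffer with DTT and Tween 20. Compounds incubated 12 min at room temperature; inhibition read as lowered polarization.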
Ub-GFP proteasome: proteasome inhibitors stabilizing ubiquitin-GFP reporter; AID 526; Ubiquitin-GFP reporter cells, proteasome inhibition, GFP fluorescence; response scale: untreated = 0%, 10 µM MG-132 = 100%; Potency, µM (series often up to 45.9 µM), for inactives: at the top dose activation (GFP accumulation), usual class: activators; 67,000 tested, under 10 active; active = well fitted activation curve with a large enough effect, not every such curve was filed as active; inconclusive = small, poorly fitted or top-dose-only effect, or another doubt; inactive = no such curve, though single readings can be large or run the other way; note: potency is the fitted concentration of half-maximal effect
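Proteasome blockade was scored as a rise in GFP-expressing U2OS cells carrying a ubiquitin(G76V)-GFP construct, imaged after 4 hr compound treatment at 37 °C across a 46 uM–2.9 nM series.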
HBB splice mod: alters splicing of the hemoglobin beta chain. HBB splicing reporter cell assay, activation; EGFP reporter with mutant IVS2-654 intron; response scale: normalised to 500 nM splice-correcting PNA. Potency, µM (highest dose often 46.1 µM), inactives show top-dose activation, hits mostly activators. actives 0.06% (n = 65,000). AID 925; note: potency is the fitted concentration of half-maximal effect; 0% is about no effect
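Compounds were applied for 2 days to HeLa EGFP-654 cells, 500/well in Optimem with 2% FCS. The reporter's EGFP is disrupted by mis-splicing of beta-globin intron IVS2-654. Readout: summed well GFP fluorescence from 488 nm laser scanning; reference was 500 nM antisense […] 654 PNA.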
The depositor's hits bear a star; i = inactive; u = inconclusive; x = not tested or not shown; & = joins results of further samples; [ ] = another dose, or the depositor's remark. Unless noted, calls come from the whole dose curve; as a rule, active = well fitted curve in the direction sought with a large enough effect; inconclusive = small, poorly fitted or top-dose-only effect, or another doubt; inactive = no such curve, though single readings can be large; an effect the other way counts as inactive or inconclusive.

Value order – CRE-bla Fsk, A350 autofl, 4MU fluor, ALOX15 inhib, DNA Pol III inh, BRCT PPI red, GFP derepression, Hsp90 Hop PPI, BRCT PPI green, Ub-GFP proteasome, HBB splice mod
1	CCC(C(=O)NC1CCCC1)N(Cc1ccc2c(c1)OCO2)C(=O)c1snc(C(N)=O)c1N (configuration not stated)
  -4%, 3.8e-08M*, 4.5e-08M*, -3%, -4%, 1.1%, 0%, -6%, -0.7%, 4%, x
2	COC(=O)[C@@]1(Cc2ccc(F)cc2)[C@H]2c3cc(C(=O)N(C)C)n(CCF)c3C[C@H]2CN1C(=O)c1ccccc1
  -15%, x, x, x, -2%, -1.2%, x, u, -0.8%, x, -0.6%
3	CN(CC(=O)NC1CCCCC1)S(=O)(=O)c1ccc(Br)s1
  u, i, i, 8%, 4%, -1.1%, -1%, -4%, -7.3%, -8%, -1.8%
4	Cc1noc(C)c1CSc1ncnc2ccccc12
  u, u, i, 7%, -8%, -3.7%, 1%, -2%, 1.1%, -4%, 0.0%[57.5 µM]
5	Cc1nn(-c2ccccc2)c2[nH]c(=O)c(CNc3ccc4c(c3)OCCO4)cc12
  u, i, i, u, -6%, -6.7%, 1%, -8%, 17%, -4%, -3.5%
6	Cc1ccc(S(=O)(=O)N2CCCC(C(=O)NC3=NCCS3)C2)cc1 (configuration not stated)
  -5%, u, i, 1%, -5%, 0.6%, 0%, -5%, -2.2%, -2%, -1.8%
7	CC(C)Oc1ccc(CNCC2(O)CCOC(C)(C)C2)cc1 (configuration not stated)
  -1%, i, i, -17%, -8%, 0.2%, 0%, -7%, -0.8%, 5%, 0.8%
8	O=C(Nc1cccc(F)c1)c1ccc(S(=O)(=O)NCC2CCCO2)cc1 (configuration not stated)
  0%, i, i, -3%, -6%, -0.3%, 0%, -6%, -0.5%, 1%, -1.9%
9	CC(C)CCn1c(=O)c2ccccc2n2c(COC(=O)c3ccc(S(=O)(=O)N(C)C)cc3)nnc12
  u, i, i, -6%, -2%, -0.6%, 1%, -10%, 0.2%, -2%, -0.9%
10	O=C(Nc1ccc(Cl)cc1)N1CCCC1
  -2%, i, i, -15%, -6%, 0.5%, 0%, -5%, -2.2%, -5%, 0.8%

The closing 3 compounds of the part above come first, to join the parts.
Value order – CRE-bla Fsk, A350 autofl, 4MU fluor, ALOX15 inhib, DNA Pol III inh, BRCT PPI red, GFP derepression, Hsp90 Hop PPI, BRCT PPI green, Ub-GFP proteasome, HBB splice mod
8	O=C(Nc1cccc(F)c1)c1ccc(S(=O)(=O)NCC2CCCO2)cc1 (configuration not stated)
  0%, i, i, -3%, -6%, -0.3%, 0%, -6%, -0.5%, 1%, -1.9%
9	CC(C)CCn1c(=O)c2ccccc2n2c(COC(=O)c3ccc(S(=O)(=O)N(C)C)cc3)nnc12
  u, i, i, -6%, -2%, -0.6%, 1%, -10%, 0.2%, -2%, -0.9%
10	O=C(Nc1ccc(Cl)cc1)N1CCCC1
  -2%, i, i, -15%, -6%, 0.5%, 0%, -5%, -2.2%, -5%, 0.8%
11	CCOC(=O)c1ccc(N2C(=O)CC(Sc3nc(O)c(CC)c(=O)[nH]3)C2=O)cc1 (configuration not stated)
  -3%, i, i, 2%, -1%, -0.4%, -3%, -3%, -1.9%, 5%, -1.2%
12	Cn1c(SCC(=O)NCc2cccs2)nnc1-c1ccco1
  -15%, i, i, -2%, 10%, 0.0%, 3%, u, -0.5%, -2%, -1.3%
13	CCOC(=O)c1cccc(NC(=O)CCc2nc(-c3ccc(C)cc3)no2)c1
  -1%, i, i, -13%, 1%, -1.0%, 0%, 3%, -0.7%, -1%, 2.7%
14	c1ccc(-c2nn3nnnc3c3ccccc23)cc1
  u, i, i, 15%, -3%, 1.8%, 0%, 4%, -1.3%, -1%, -2.1%
15	CCc1nc(N(CC)CC)c2oc3ccccc3c2n1
  7.9µM*, 3.5e-08M*, 2.5e-08M*, -16%, -2%, -0.1%, -3%, 5%, 0.7%, -2%, 2.7%
16	Cc1ccc(Oc2ccc(N)cc2)cc1
  -3%, i, i, 3%, -1%, 0.2%, 1%, -5%, -0.9%, 19%, -1.8%
17	CCC(C(=O)O)n1nnc(-c2ccc(-c3ccc(OC)cc3)cc2)n1 (configuration not stated)
  -6%, i, i, 23%, 3%, 1.2%, 2%, -2%, -0.7%, -2%, 1.2%[57.5 µM]
18	Cc1cc(C)cc(Nc2ccc(C(=O)O)cc2N)c1
  8%, 3.2e-07M*, 3.2e-07M*, 0%, -4%, -1.3%, 0%, -4%, -3.3%, -14%, -1.3%
19	COC(=O)CCc1c(C)c(C(=O)c2ccco2)c2ccccn12
  -4%, 1.9e-08M*, 1.7e-08M*, 7.9µM*, -2%, -6.7%, 0%, u, -18%, -2%, -8.9%
20	O=c1c(-c2ccc(O)cc2)coc2cc(O)cc(O)c12
  u, i, i, u, 0%&-6%&-2%&-2%, -0.7%&3.8%, -1%, -7%&-1%&-6%&-11%, 6.4%&3.1%, 0%&7%&0%, -1.4%&-1.0%
21	CCn1cc(C(=O)N2CCCC2)c(=O)c2cc(S(=O)(=O)N(C)C)ccc21
  0%, x, x, 8%, -6%, 0.9%, x, -3%[2.3 µM], -1.2%, -10%, 0.3%
22	COc1cccc(NC(=O)CSc2nc3c(c(=O)n2C)SC(C)C3)c1 (configuration not stated)
  5%, x, x, 11%, -4%, 1.6%, x, -2%, -3.1%, 13%, 0.0%
23	CCN(CC)S(=O)(=O)c1ccc(NC(=O)CN(c2ccc(OC)cc2OC)S(C)(=O)=O)cc1
  -9%, i, i, -6%, -4%, -0.9%, 3%, -4%, -0.4%, -9%, 6.5%
24	Cc1ccc2[nH]c(=O)c(COC(=O)C3CCCO3)cc2c1 (configuration not stated)
  4%, 1.3e-08M*, 1.1e-08M*, 11%, -9%, -0.6%, 2%, -7%, -2.6%, 0%, 0.3%[0.369 µM]
25	COc1ccc(C(=O)OCCN=C2NS(=O)(=O)c3ccccc32)cc1OC
  u, 1.1e-08M*, u, 3%, -4%, 0.6%, -2%, -2%, 2.2%, 1%, 1.6%[0.369 µM]
26	O=S(=O)(c1ccc(Oc2ccccc2)cc1)N1CCOCC1
  16%, i, i, 7%, -1%, -0.7%, -2%, 7%, -0.4%, -2%, -0.8%
27	O=C(CCN1C(=O)c2ccccc2C1=O)N1CCC(c2ccccc2)C1 (configuration not stated)
  -8%, i, i, 4%, -5%, -1.3%, 2%, -4%, -3.9%, 2%, 5.1%
28	CC(=O)N1CCc2c(sc(NC(=O)c3ccc(S(=O)(=O)N(C)C)cc3)c2C#N)C1
  -3%, x, x, 6%, 1%, 1.5%, x, -7%, -1.3%, -14%, -0.1%
29	O=C(C1=C(O)C(=O)N(c2ncccn2)C1c1cccs1)c1ccco1 (configuration not stated)
  u, x, x, u, -3%[11.4 µM], -2.2%, -6%, -10%[11 µM], 1.2%, 3%[9.17 µM], -2.3%[0.0738 µM]
30	CC(C)CC(C(=O)NCc1ccccn1)N1C(=O)c2ccccc2C1=O (configuration not stated)
  u, u, 1.1e-08M*, 8%, -4%, 0.5%, -2%, -3%, -1.5%, -6%, -3.7%
31	CCn1c(SCC(=O)NCc2ccco2)nc2cccnc21
  u, 1.3e-07M*, 9.9e-08M*, 4%, -9%, 1.0%, -1%, -1%, -0.5%, -7%, -0.3%
32	COCCNC(=O)Cc1ccc(Br)cc1
  u, x, x, -2%[11.4 µM], -2%[11.4 µM], 0.6%, -2%, -3%[11 µM], -0.2%, 6%[9.17 µM], 1.5%[0.0738 µM]
33	CCOc1ccccc1-n1c(SCC(=O)N(CC)CC)nnc1-c1ccccn1
  -6%, i, i, 12%, -4%, -0.8%, 2%, -22%, -0.6%, -3%, -0.1%[57.5 µM]
34	CC1CC(=O)N(Cc2ccccc2)c2ccccc2N1C=O (configuration not stated)
  2%, i, i, 4%, 4%, -0.1%, -2%, -2%, -1.3%, -3%, -0.4%

Entries listed so far printed as active in ALOX15 inhib:
item | Compound | CRE-bla Fsk | A350 autofl | 4MU fluor | ALOX15 inhib | DNA Pol III inh | BRCT PPI red | GFP derepression | Hsp90 Hop PPI | BRCT PPI green | Ub-GFP proteasome
19 | COC(=O)CCc1c(C)c(C(=O)c2ccco2)c2ccccn12 | -4% | 1.9e-08M* | 1.7e-08M* | 7.9µM* | -2% | -6.7% | 0% | u | -18% | -2%

Compounds were not picked by outcome; about 12% have a hit in one of these screens.
